From PubChem
MCF10A rerep = induces DNA re-replication in MCF 10a normal breast cells | Potency, µM (titrated, usually from 46.1 µM), without a hit: at the top dose activity, positive = re-replication, most hits filed as activators | MCF 10A DNA re-replication, Hoechst nuclear intensity, 48 h | hit rate 2.9% among 350,000; also: potency is read from the fitted curve at half-maximal effect; % of control where 0% means no effect; nearly all actives have a fitted effect of over 50% in size
HT1080-NT tox = kills 2HG-producing HT-1080-NT fibrosarcoma cells | HT-1080-NT fibrosarcoma viability, CellTiter-Glo ATP luminescence, 48 h | Potency, µM (top dose mostly 46.1 µM), for inactives: at the highest dose activity, negative = less viability, actives largely listed as cytotoxic | hit rate 1.6% among 360,000 | AID 686970;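 also: NT is the 2HG producing partner of a matched IDH1 knockdown line; potency is read from the fitted curve at half-maximal effect; 0% = DMSO-treated cells and -100% = media-only wells without cells; nearly all actives have a fitted effect of over 55% in size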
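Viability by CellTiter-Glo luminescence after 48 h compound exposure at 37C of HT-1080-NT cells (750/well, RPMI, 5% FBS). % activity scaled between DMSO wells and medium-only wells, then curve-fitted and categorized by curve class.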
KB-3-1 cytotox = kills parental KB-3-1 adenocarcinoma cells. KB-3-1 viability, CellTiter-Glo ATP luminescence, 72 h. Potency, µM (highest dose often 46.1 µM), inactives show at the top dose activity change, negative = cytotoxic, usual class: cytotoxic. hit rate 1.4% among 400,000. AID 1347075; also: potency is read from the fitted curve at half-maximal effect; % is scaled to controls: 0 for no effect and ±100 for the full control effect; nearly all actives have a fitted effect of over 60% in size
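Cells are dispensed, compounds pinned in, plates held at 37 °C for 72 h, then CellTiter-Glo is added and luminescence read after 10 minutes. Cell line: parental KB-3-1 in phenol-red-free DMEM, 10% FBS.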
SW480 rereplic = DNA re-replication induction in SW480 cells | SW480 DNA re-replication, Hoechst DNA content imaging, 48 h | Potency, µM (top dose mostly 46.1 µM), without a hit: top-dose re-replication activation, most hits filed as activators | hit rate 1.8% among 340,000 | AID 624297; also: potency is read from the fitted curve at half-maximal effect; % of control where 0% means no effect; nearly all actives have a fitted effect of over 55% in size
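Treated cells incubate 48 hr (37 C, 5% CO2), are stained 40 min with Hoechst, and nuclear fluorescence is enumerated; a rise in nuclei with high DNA signal marks re-replication.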
IL-1B inflam inh = inflammasome signaling inhibition, IL-1 beta readout; THP-1 LPS/ATP IL-1B secretion, AlphaLISA, 16 h; active compounds read low; activity change, % at 57.5 µM; hit rate 4.7% among 360,000; in the data active = activity change below about -50%; inconclusive = mostly about -30% to -49%; also: % is scaled to controls: 0 for no effect and ±100 for the full control effect
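THP-1 cells pretreated 1 hr with compounds (up to 57.5 uM final), then stimulated with LPS (250 ng/mL final) plus ATP (1.25 mM final); secreted IL-1B measured by AlphaLISA after 16 hr, decreased signal indicating inhibition.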
KB-V1 MDR tox = KB-V1 MDR subline cytotoxicity; KB-V1 MDR cells viability, CellTiter-Glo, 72 h; Potency, µM (highest dose often 46.1 µM), for the others: at the top dose activity change, negative = cytotoxicity, hits mostly cytotoxic; hit rate 3.4% among 400,000; AID 1347076; also: potency is read from the fitted curve at half-maximal effect; % is scaled to controls: 0 for no effect and ±100 for the full control effect; nearly all actives have a fitted effect of over 60% in size
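Luminescent ATP read-out (CellTiter-Glo, 10 min) measures survival of drug-selected KB-V1 MDR cells after 72 h, 37 degrees C compound exposure. Medium: phenol-red-free DMEM, 10% FBS. Values from fitted concentration-response curves.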
HT1080 IDH1KD tx = kills HT-1080 cells with IDH1 knockdown | HT-1080 IDH1 knockdown viability, ATP luminescence, 48 h | Potency, µM (doses to about 46.1 µM), for inactives: top-dose activity, negative = toxicity, hits mostly cytotoxic | hit rate 2% among 360,000 | AID 686971;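 also: potency is read from the fitted curve at half-maximal effect; 0% = DMSO wells and -100% = cell-free medium wells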
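Cytotoxicity counter-line: IDH1KD HT-1080, 48 h, CellTiter-Glo. Curves classed by r2, magnitude and activity.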
DRD3 agonist = D3 dopamine receptor (human) agonism; max activation, %; hit rate 0.58% among 410,000; D3R DiscoveRx beta-arrestin cells, luminescence, 90 min; P35462; in the data active = max activation above about 30%; also: 0% is about no effect; mostly tested at two doses, the higher about 12 µM
Target sequence (P35462 whole entry, looked up): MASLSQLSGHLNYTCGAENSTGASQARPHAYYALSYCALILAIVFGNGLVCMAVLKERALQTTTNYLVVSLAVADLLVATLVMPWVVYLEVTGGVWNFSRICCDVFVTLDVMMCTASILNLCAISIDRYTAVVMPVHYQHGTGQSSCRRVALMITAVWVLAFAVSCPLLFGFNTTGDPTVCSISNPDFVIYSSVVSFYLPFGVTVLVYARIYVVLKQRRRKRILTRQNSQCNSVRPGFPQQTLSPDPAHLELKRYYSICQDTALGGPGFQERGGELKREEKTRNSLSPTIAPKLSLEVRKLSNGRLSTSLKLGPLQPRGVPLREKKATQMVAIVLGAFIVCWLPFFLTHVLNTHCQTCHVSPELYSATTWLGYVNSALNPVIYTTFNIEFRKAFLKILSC
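Agonist mode: compounds and dopamine controls were applied to plated cells for 90 min at 37 degrees C after an overnight attachment at 1500 cells/well. Luminescent read-out followed 30 - 60 minutes at room temperature with DiscoveRx detection reagent.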
HEK293 tox = cytotoxicity counter-screen for GLP-1 receptor inverse agonists. HEK293 cAMP-luciferase reporter cells, luminescence, 24 h. Potency, µM (top dose mostly 38.3 µM), without a hit: top-dose activity change, negative = inhibition, most hits filed as inhibitors. hit rate 0.13% among 410,000;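 also: loss of luciferase light is scored as toxicity; potency is read from the fitted curve at half-maximal effect; % is scaled to controls: 0 for no effect and ±100 for the full control effect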
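Compound-treated cells are incubated 24 hr at 37 deg C under 5% CO2 after a 12 hour attachment period, then luciferase detection reagent is added and luminescence is measured following 12 min at room temperature; lowered signal indicates toxicity.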
Active calls of the source: *; u = inconclusive; x = no result given; & = joins results of further samples; [ ] = remark or other dose. Unless noted, calls follow the shape of the dose curve; as a rule, active = well fitted curve in the direction sought with a large enough effect; inconclusive = small, poorly fitted or top-dose-only effect, or another doubt; inactive = no such curve, though single readings can be large; an effect the other way counts as inactive or inconclusive. Random draw from the library; about 11% have a hit in one of these screens.

Start of the data: the first three entries, to show the layout:
Results follow in this order: MCF10A rerep	HT1080-NT tox	KB-3-1 cytotox	SW480 rereplic	IL-1B inflam inh	KB-V1 MDR tox	HT1080 IDH1KD tx	DRD3 agonist	HEK293 tox
C=CCN1C(=O)C2(NC(=O)c3ccccc3N2)c2ccccc21 (stereo not drawn)
 : u	u	u	18µM*	53	u	u	-12	-25%
Nc1ccc(N2CCCCC2)c(S(=O)(=O)Nc2ccccc2Cl)c1
 : 5%	-16%	-1%	-6%	0	-3%	-14%	-6	24%
CCN(CC)C(=O)[C@H]1CC(CC(=O)NCCC2=CCCCC2)C(=O)N2CCc3c([nH]c4ccc(OC)cc34)[C@]12C (stereo partly drawn)
 : -23%	7%	1%	-8%	u	0%	4%	41*	1%

The list itself, repeating the preview:
Results follow in this order: MCF10A rerep	HT1080-NT tox	KB-3-1 cytotox	SW480 rereplic	IL-1B inflam inh	KB-V1 MDR tox	HT1080 IDH1KD tx	DRD3 agonist	HEK293 tox
C=CCN1C(=O)C2(NC(=O)c3ccccc3N2)c2ccccc21 (stereo not drawn)
 : u	u	u	18µM*	53	u	u	-12	-25%
Nc1ccc(N2CCCCC2)c(S(=O)(=O)Nc2ccccc2Cl)c1
 : 5%	-16%	-1%	-6%	0	-3%	-14%	-6	24%
CCN(CC)C(=O)[C@H]1CC(CC(=O)NCCC2=CCCCC2)C(=O)N2CCc3c([nH]c4ccc(OC)cc34)[C@]12C (stereo partly drawn)
 : -23%	7%	1%	-8%	u	0%	4%	41*	1%
O=S(=O)(c1ccc2ccccc2c1)N1CCN(C2Cc3ccccc3C2)CC1
 : 5%	-1%	11%	x	0	u	0%	9	-3%
CNC(=O)C1CCC(Cn2c(=O)c3sccc3n(Cc3ccccc3)c2=O)CC1 (stereo not drawn)
 : x	x	1%	x	x	-4%	x	2	3%
O=C(O)c1ccccc1C=NN=C1c2ccccc2-c2ccccc21
 : 19%	-3%	16%	0%	34	u	-1%	-3	54%[activator]
CCn1nnnc1SCCSc1nnnn1CC
 : 1%	2%	-1%	-5%	29	1%	-1%	-1	-2%
O=C1C=C(NCCOC23CC4CC(CC(C4)C2)C3)C2(CCCCC2)O1
 : 4%	12%	0%	u	30	u	6%	-5	8%
CCN1C(=O)N[C@@H](c2ccccc2)[C@H](C(C)=O)[C@H]1C
 : 4%	15%	17%	-1%	11	2%	7%	-4	-14%
Cc1c(NC(=O)c2cc3nc(-c4ccc(Cl)cc4)cc(C(F)(F)F)n3n2)c(=O)n(-c2ccccc2)n1C
 : 25%	12%	-8%	u	-8	-4%	15%	1	6%
CC(C)CC(C(=O)Nn1cnnc1)N1C(=O)c2ccccc2C1=O (stereo not drawn)
 : -4%	13%	-10%	-6%	0	0%	2%	4	-8%
CCOc1ccc(S(=O)(=O)NCCC(=O)Nc2ccncc2)cc1
 : 0%	3%	1%	-5%	27	7%	-2%	15	-1%
CCOC(=O)C(C)Nc1ncnc2onc(C)c12 (stereo not drawn)
 : x	x	16%	x	x	-1%	x	7	19%
O=C(Nc1ccon1)c1cc2ccccc2oc1=O
 : 0%	19%	-1%	-6%	0	0%	8%	3	-19%
CCOc1ccc(N(Cc2cc3ccc(C)cc3[nH]c2=O)C(=O)COC)cc1
 : -3%	4%	-7%	-3%	21	13%	2%	3	-20%
O=C(Nc1cccc(Cl)c1)Nc1nnc([C@@H]2C[C@H](O)[C@@H](CO)O2)s1
 : x	1%	0%	x	-10	-5%	-3%	-6	-11%
CC1CCN(CCCNC(=O)c2nn(C)c3c2CS(=O)(=O)c2ccccc2-3)CC1
 : 4%	11%	7%	-3%	28	u	4%	-15	-15%
O=C(O)CCCN=C1CCCc2ccccc2N1
 : 1%	-2%	-4%	-1%	-5	4%	-1%	-1	23%
CC1CCCCN1C(=S)Nc1ccc(S(=O)(=O)N2CCCCC2)cc1 (stereo not drawn)
 : x	2%	-11%	x	13	-25%	-7%	1	1%
O=C(NCc1ccccc1Cl)c1ccncc1
 : -5%	-2%	0%	-13%	-7	0%	-5%	-3	9%

(next part)
| Molecule | MCF10A rerep | HT1080-NT tox | KB-3-1 cytotox | SW480 rereplic | IL-1B inflam inh | KB-V1 MDR tox | HT1080 IDH1KD tx | DRD3 agonist | HEK293 tox |
| --- | --- | --- | --- | --- | --- | --- | --- | --- | --- |
| CCOC(=O)C1CCN(C(=O)COC(=O)c2ccc3c(c2)C(=O)N(c2ccc(OCC)cc2)C3=O)CC1 | -2% | 9% | 2% | -61% | 2 | 9% | 6% | 3 | -20% |
| CCN1CCN(C(=O)c2ccc(Sc3ccccc3Cl)c([N+](=O)[O-])c2)CC1 | -29% | -7% | 0% | 6% | -11 | 13µM* | -3% | -8 | -16% |
| Cc1cc(C)c2c3c(sc2n1)C(c1cccc(F)c1)C(C#N)=C(N)O3 (stereo not drawn) | 8.2µM* | 12% | 1% | 18µM* | -79* | u | 5% | -9 | 2% |
| CC1CCCCC1NC(=O)c1ccc(S(=O)(=O)NCc2ccco2)cc1 (stereo not drawn) | 14% | -3% | -2% | 0% | -20 | -18% | 14%[9.24 µM] | 7 | -1% |
| COc1cc(NC(=O)n2ncc3cc(Cl)ccc32)cc(OC)c1 | 17% | -3% | 6% | 0% | -19 | 27% | -2% | -4 | -8% |
| O=C(O)C1=C[C@H](c2ccccc2)C[C@H](OCCCCO)O1 | -8% | 8% | 0% | -7% | 0 | 18% | 0% | 2 | 1% |
| NC(=O)c1cc(S(=O)(=O)N2CCCCC2)cs1 | -12% | 3% | 7%&22% | -4% | 0 | 17%&-14% | -3% | 3&-13 | 4%&1% |
| Cn1c(=O)c2c(nc(OCc3cccnc3)n2Cc2ccccc2)n(C)c1=O | 2% | -2% | 16% | -4%[9.22 µM] | -9 | -7% | 0% | 2 | -5% |
| O=C(Cn1ccc([N+](=O)[O-])n1)NCc1ccco1 | -5% | 15% | 7% | -15% | 14 | 13% | 0% | -1 | 18% |
| CCOC(=O)c1csc(NC(=O)CC2CCCC2)n1 | 1% | -9% | 0% | -2% | 27 | u | -15% | 1 | 3%[7.66 µM] |
| Cc1nn2cc(-c3ncc(C(F)(F)F)cc3Cl)cnc2c1Br | -1% | 8% | 2% | -4% | -1 | -14% | 0% | 5 | 10% |
| CC(OC(=O)c1cc2c(s1)CCCCC2)C(=O)NC(N)=O (stereo not drawn) | 7% | -1% | 10% | 1% | -25 | 12% | -13% | 4 | -7% |
| Cc1ccc(S(=O)(=O)N2CCC(C(=O)NCc3ccccc3CN3CCCC3)CC2)cc1C | u | 4% | x | 0% | 0 | x | 7% | -12 | -27% |
| C=CCn1cnc2c(c1=O)c1nc3ccccc3nc1n2/N=C/c1ccccn1 | 5% | 8% | -11% | 8% | -65* | u | 0% | -1 | -3% |
| CN(Cc1ccccc1)C(=O)c1csc([C@@H]2O[C@H](CO)[C@@H](O)[C@H]2O)n1 | x | 15% | 0% | x | -12 | -2% | 6% | 1 | 8% |
| Cc1ccc(-c2nc(N)c3c(-c4ccc(C)cc4)nn(C(C)(C)C)c3n2)cc1 | 1% | 15% | -5% | -178%[inhibitor] | -3 | -17% | 14% | 6 | 4% |
| CCCCN(C(=O)CSCC(=O)Nc1cccc(C)c1)c1c(N)n(CCCC)c(=O)[nH]c1=O | -1% | 0% | 0% | -5% | 10 | 2% | 14% | 2 | -12% |
| O=C(O)c1ccc(Cn2cc(Cl)cn2)cc1 | 1% | 7% | 5% | -6% | 15 | 0% | 1% | 3 | -1% |
| COC(=O)c1ccc(NCCc2csc(-c3ccc(C)cc3)n2)c([N+](=O)[O-])c1 | 1% | 1% | -20% | 3% | -27 | -1% | 0% | -3 | -11% |
| O=C(CN1CCCC1)Nc1c(C(=O)C2CC2)oc2ccccc12 | 1% | 0% | 18% | -6% | -12 | -2% | -10% | 4 | 9% |
| Cc1ccc(-c2n[nH]c(=O)c3ccccc23)c(C)c1 | 3% | -17% | -12% | -3% | 10 | u | -15% | 3 | 2% |
| O=S1(=O)CCN(Cc2ccccn2)CC1 | 1% | 16% | -1% | 0% | -1 | u | 19% | 3 | -2% |
| O=C(NCC1CCCO1)c1ccc2c(c1)C(=O)N(c1cccc([N+](=O)[O-])c1)C2=O (stereo not drawn) | -3% | 0% | 9% | 4% | 5 | 0% | 14% | 1 | 10% |
| Cc1cc(-c2[nH]nc3c2C(c2ccc(Cl)cc2)C(C#N)=C(N)O3)c(C)s1 (stereo not drawn) | 18% | -1% | 9% | 2% | 6 | 16% | 8% | -2 | 22% |
| Cc1ccc2c(c1)Cc1c(nc(-c3ccc(Cl)cc3)nc1SCC(=O)N1CCCCC1)O2 | x | x | 2% | x | x | -20% | x | -6 | 4% |
| COC(=O)N1CCCCC1c1cc(C(=O)Nc2ccc3c(c2)OCO3)no1 (stereo not drawn) | x | -2% | 0% | x | 0 | 2% | 3% | -3 | -10% |

2 compounds drawn at random from those above, as already listed:
| Molecule | MCF10A rerep | HT1080-NT tox | KB-3-1 cytotox | SW480 rereplic | IL-1B inflam inh | KB-V1 MDR tox | HT1080 IDH1KD tx | DRD3 agonist | HEK293 tox |
| --- | --- | --- | --- | --- | --- | --- | --- | --- | --- |
| CN(Cc1ccccc1)C(=O)c1csc([C@@H]2O[C@H](CO)[C@@H](O)[C@H]2O)n1 | x | 15% | 0% | x | -12 | -2% | 6% | 1 | 8% |
| O=C(NCC1CCCO1)c1ccc2c(c1)C(=O)N(c1cccc([N+](=O)[O-])c1)C2=O (stereo not drawn) | -3% | 0% | 9% | 4% | 5 | 0% | 14% | 1 | 10% |
